Screening data from PubChem BioAssay.
Rad51 HR inh: human RAD51 strand exchange inhibitors, primary screen, biochemical, fluorescence; DNA repair protein RAD51 homolog 1 (Homo sapiens), Q06609; hRad51 DNA strand exchange, fluorescence dequenching; inhibition, % at 10 µM; 0.085% of 200,000 active;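 active means inhibition above 40% at the single screening dose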;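 further: 0% = DMSO control wells and 100% = blanks with heterologous ssDNA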
Target sequence (Q06609 whole entry, looked up): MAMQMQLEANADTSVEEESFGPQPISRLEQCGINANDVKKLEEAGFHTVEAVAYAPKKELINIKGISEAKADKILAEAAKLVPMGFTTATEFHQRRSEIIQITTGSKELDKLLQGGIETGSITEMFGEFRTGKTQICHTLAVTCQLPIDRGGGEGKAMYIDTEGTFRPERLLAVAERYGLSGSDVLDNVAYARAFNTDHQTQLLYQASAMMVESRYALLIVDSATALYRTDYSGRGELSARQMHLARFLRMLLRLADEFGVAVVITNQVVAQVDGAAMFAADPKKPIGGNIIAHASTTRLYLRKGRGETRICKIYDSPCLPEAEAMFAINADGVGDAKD
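Assay system: Human Rad51 nucleoprotein filaments preassembled on unlabelled ssDNA | Reagent: Donor/quencher-labelled 47-bp dsDNA substrate | Doses: One concentration, 10 µM final | Times: 37 °C 15-min filament assembly, 30-min compound preincubation, 15-min exchange | Technique: Fluorescein emission 520 nm, excitation 485 nm | Benchmarks: Plate control and blank wells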
eIF4E-4G inh: eIF4E–eIF4G protein interaction inhibitors, primary screen, biochemical, uHTS, TR-FRET, eIF4GI fragment; Eukaryotic translation initiation factor 4E (Mus musculus) + Eukaryotic translation …; TR-FRET eIF4E-eIF4GI(517-606) binding, 2 h; inhibition, % at 21.7 µM; 0.37% of 220,000 active;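 active means inhibition above about 30%, limit read from the data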;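 further: 0% = full FRET control wells and 100% = background wells lacking eIF4GI fragment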
Mdm2 ligase inh: MDM2-luciferase reporter signal enhancers, primary screen, MDM2 E3 ligase inhibitor project, cell-based, luminescence, 1536-well. signal enhancement, % at 5 µM. AID 1230, 2008. cell-based MDM2 ubiquitination luciferase reporter, 2 h; 0 = plate control, 100 = twice control, blank-subtracted. 0.11% of 210,000 active;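 active means signal enhancement of 30% or more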;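 further: luminescence tracks abundance of the self-degrading MDM2-luciferase fusion protein; higher signal means inhibition of MDM2 E3 ligase activity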
Target sequence (Q00987 whole entry, looked up, the tested form may be a part): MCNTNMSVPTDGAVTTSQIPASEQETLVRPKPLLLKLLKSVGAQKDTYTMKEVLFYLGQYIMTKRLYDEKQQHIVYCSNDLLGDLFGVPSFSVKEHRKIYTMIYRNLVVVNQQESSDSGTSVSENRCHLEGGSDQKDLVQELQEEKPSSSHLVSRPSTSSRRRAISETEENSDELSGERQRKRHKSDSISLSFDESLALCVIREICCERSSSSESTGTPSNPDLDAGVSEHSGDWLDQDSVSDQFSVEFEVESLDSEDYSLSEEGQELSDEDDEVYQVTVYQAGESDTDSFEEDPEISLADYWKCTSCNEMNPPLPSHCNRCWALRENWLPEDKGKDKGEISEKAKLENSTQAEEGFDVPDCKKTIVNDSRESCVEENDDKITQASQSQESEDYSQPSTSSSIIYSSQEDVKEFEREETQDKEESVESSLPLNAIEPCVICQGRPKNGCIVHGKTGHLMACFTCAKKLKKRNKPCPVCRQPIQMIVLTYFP
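Material: Stable MDM2–luciferase fusion reporter cells | Amount: 2000 cells seeded into each well | Dosing: One concentration, 5 µM, with 0.2% DMSO | Incubation: 4 h cell settling then 2 h compound exposure, 37 °C | Measured by: Luciferase luminescence | Read-out basis: % enhancement relative to plate controls after blank subtraction | Benchmarks: Control and blank well means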
PERK inhibitor: block of dimerizer-induced PERK translation repression, primary screen, PERK inhibitor project, CHO PERK-DD cells, SEAP luminescence, HTS; CHO PERK-DD fusion, SEAP luminescence translation reporter; 0.17% of 220,000 active; inhibition, % at 5.6 µM;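 active means inhibition above the mean inhibition of all tested compounds plus 3 SD, set separately per screening campaign, cut at about 2.9% in these data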;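 further: PERK kinase domain activated by AP20187 dimerizer at 100 nM; 0% = DMSO with dimerizer and 100% = rapamycin at 8.4 µM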
Calpain2 inh: inhibitors of pig calpain II, primary screen, biochemical, fluorogenic peptide substrate, 1536-well | AID 1236, 2008 | inhibition, % at 16 µM | 0.37% of 220,000 active | purified calpain II, 30 min;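 active means inhibition above about 50%, limit read from the data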
TNF death inh: inhibitors of TNF-alpha triggered necroptosis, primary screen, cell-based, Jurkat FADD-/-, single concentration. Jurkat FADD-/- TNF necroptosis rescue, ATP luminescence, 24 h; 0 = TNF only, 100 = no-TNF cells. activation (protection from cell death), % at 10 µM. AID 463075, 2010. 0.068% of 220,000 active;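 active means activation, meaning protection from cell death, of at least 50% relative to plate controls; inactive means activation below 50%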;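 further: necroptosis triggered by 40 ng/mL TNF-alpha added together with compound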
EBV gp42 inh: Epstein-Barr virus gp42 inhibitors, primary screen, biochemical, uHTS, fluorescence polarization; Fluorescence polarization binding assay, mP read-out; inhibition, % (tested at 21.74 µM); 0.42% of 220,000 active; in the data active means inhibition above about 50%
Target sequence (Q1HVG2 whole entry, looked up): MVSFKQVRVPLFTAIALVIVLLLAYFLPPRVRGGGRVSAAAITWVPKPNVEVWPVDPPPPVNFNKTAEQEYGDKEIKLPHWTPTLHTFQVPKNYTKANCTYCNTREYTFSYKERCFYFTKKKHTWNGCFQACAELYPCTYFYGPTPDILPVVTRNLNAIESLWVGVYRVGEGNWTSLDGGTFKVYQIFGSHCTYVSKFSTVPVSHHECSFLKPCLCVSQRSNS
L929 necroptosis: inhibitors of zVAD-triggered necroptosis, primary screen, L929 cells; AID 1377, 2008; L929 zVAD necroptosis rescue, ATP luminescence, 24 h; with zVAD 60 µM; viability rescue, % at 10 µM; 0.38% of 220,000 active;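 active means activation, scaled between plate controls, above about 75%, limit read from the data; inactive means activation under that limit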;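 further: 0% = zVAD with DMSO and 100% = DMSO alone without zVAD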
Cl transport mod: KCC2 cotransporter modulators, thallium flux, primary screen, cell-based, HEK293 KCC2, FluoZin-2 fluorescence, MLSMR; KCC2 cells, thallium flux FluoZin-2 fluorescence; Solute carrier family 12 member 5 (Homo sapiens), Q9H2X9; 2.2% of 190,000 active; B-score of Tl+ flux slope (higher = more flux/activation; lower = inhibition) at 10 µM;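 active means thallium flux slope and its plate-corrected score both differing from the plate sample mean at a set confidence after two filtering rounds, in either direction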;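 further: slope of fluorescence scaled to starting intensity during 10 to 20 s after thallium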
* hit, by the source's call; i = inactive; / = no result given; [ ] = another dose, or the depositor's remark.

SMILES	Rad51 HR inh	eIF4E-4G inh	Mdm2 ligase inh	PERK inhibitor	Calpain2 inh	TNF death inh	EBV gp42 inh	L929 necroptosis	Cl transport mod
CC(=O)Nc1cc(C(=O)OC(C(=O)c2ccccc2)c2ccccc2)ccc1C (centres undefined)	/	5	-18	-0.5	66*	-10	8	-0.2	-0.25
CNC(=O)COC(=O)c1ccc([N+](=O)[O-])cc1Cl	1	10[fluorescence artefact?]	-11	-0.1	0	0.6	8	0.7	-0.21
COc1cc(C(=O)NCC(=O)OC(C)C(=O)Nc2ncc(Cl)cc2Cl)cc(OC)c1OC (centres undefined)	4	2	1	0.1	13	-2.2	-4	0.8	-1.7
O=C(NCC(c1cccnc1)N1CCOCC1)c1ccc2c(c1)OCO2 (centres undefined)	1	3	-4	0.9	-14	-0.2	-14	0.1	1.6
Cc1ccccc1Nc1nc(N)nc(CSc2nnc(-c3ccccc3)n2C)n1	/	0[fluorescence artefact?]	-22	0.3	4	-1.3	1	-0.2	-0.16
Cc1ccc(S(=O)(=O)Nc2c3ccccc3nc(=O)n2-c2ccccc2)cc1	4	1	9	-2.6	6	-0.6	9	0.4	/
NCCc1ccc(O)c(O)c1	-15	1	/	0.6	-3	-11	-10	-0.6	-0.012
CCCc1n(CC(O)COCC2CC=CCC2)c2ccccc2[n+]1C (centres undefined)	-15	7	9	0.7	-3	1.0	0	1.4	-0.32
COC(=O)c1cccnc1NC(=S)NC1CCCCC1	/	3	-9	2.6	-2	-0.9	-1	-0.2	121*
Cc1ccc(-c2nnc(CCC(=O)NCC3C4CC5CC(C4)CC3C5)o2)s1 (centres undefined)	4	2	-6	0.3	-3	-0.9	-2	0.7	i
O=C(Cn1cnc2cc([N+](=O)[O-])ccc2c1=O)NCCc1ccc(F)cc1	/	4	-4	0.3	-68	0.7	-12	2.4	-0.045
Cc1ccc(C)c(NC(=O)CN(C)C(=O)COc2ncnc3sccc23)c1	5	2	7	0.1	1	0.7	-20	0.9	0.14
COc1ccc2cc(S(=O)(=O)n3cnc(C)c3)ccc2c1	/	2	-17	-0.3	-2	0.9	-22	1.4	-0.072
COC(=O)c1nn(-c2ccccc2)c(Cl)c1/C=N/O	7	-2	3	0.2	-12	-0.4	3	1.1	-0.65
COc1cc(/C=N/NC(=O)c2nc3ccccn3c2C)cc(OC)c1O	-27	7	-1	0.8	-23	1.1	-6	11	0.013
CCOP(=O)(OCC)/C(=N/OC(=O)c1ccc(OC)cc1)C(N)=O	-5	0	-10	0.7	-20	-1.6	-1	-0.2	-2.5
CSCCC(NC(=O)c1cccc(C)c1)C(=O)O (centres undefined)	0	2	-6	0.9	-25	0.2	-4	1.4	0.35
Cc1cccc2c1N(CCOc1ccccc1Cl)C(=O)C2=O	7	4[fluorescence artefact?]	-11	-0.3	18	0.8	14	0.3	-1.3
CCN(CC)c1ccc(C(=S)NCc2ccccc2)cc1	4	0	-9	-0.8	43	1.3	5	24	0.36
O=C(Nc1ccc(Cl)cc1F)c1ccccc1Br	23	3	-2	0.2	2	1.6	-4	/	-0.062
CCn1c(=O)c(C(=O)CN2CCc3ccccc32)c(N)n(Cc2ccccc2)c1=O	-1	0[fluorescence artefact?]	-1	0.0	-7	1.5	-21	0.1	0.36
COc1ccccc1CN1CCN(Cc2nc(Cc3ccccc3)no2)CC1	/	2	-7	-0.8	-5	1.2	-20	0.1	0.098
CC1CCc2c(nc3ncnn3c2Nc2ccc(OC(F)(F)F)cc2)C1 (centres undefined)	8	5	7	-0.7	-13	-5.1	-10	-0.5	-2.4
CCOC(=O)c1sc(NC(=O)c2ccco2)nc1C	-9	0	-9	/	-3	/	-13	/	/
COc1ccccc1[C@@H]1C(c2cccc(C)c2)=NN(c2ccccc2)[C@H]1C(=O)N1CCOC1=O	-1	3	/	0.6	-188	0.3	-13	-0.6	-0.44

(more compounds)
SMILES	Rad51 HR inh	eIF4E-4G inh	Mdm2 ligase inh	PERK inhibitor	Calpain2 inh	TNF death inh	EBV gp42 inh	L929 necroptosis	Cl transport mod
Cc1cc(C)c(C(=O)N2CCCC(C(=O)c3cc(F)ccc3F)C2)o1 (centres undefined)	-3	-4	10	0.9	-8	0.8	-4	1.7	0.76
CCOC(=O)N1CCN(C(=O)C(CC)c2ccccc2)CC1 (centres undefined)	2	2	-6	0.1	-6	0.5	-6	0.7	0.57
O=C(COc1ccc(Cl)cc1)NCC(=O)N/N=C/c1cccs1	4	-4	-2	0.1	-5	0.6	1	2.3	-0.86
Cc1nc(NC(=O)c2ccccc2)sc1-c1csc(NCc2ccccc2)n1	-6	-14	-20	-1.3	-47	17	-19	-0.5	-3.3
Cc1nc2cc(C(=O)OCC(=O)NC(C)C(C)C)ccc2n1-c1ccccc1 (centres undefined)	26	2[fluorescence artefact?]	-5	-0.1	-13	0.2	-22	-0.1	-0.2
Cc1cc(F)c(F)c(C(=O)N2CCCCC2C)c1Cl (centres undefined)	8	0	8	1.3	-9	0.5	-20	4.5	-0.5
C=C(C)c1cccc(C(C)(C)NC(=O)N(C)C2CCN(C)CC2)c1	-1	6	-6	-0.3	21	0.7	3	-0.9	0.31
Cc1ccc(/C=N/OC(=O)c2c(C)noc2-c2snnc2C)cc1	9	-1	-12	1.5	-8	0.6	-12	1.1	0.32
O=C(NC(=S)NCc1ccccc1)c1ccccc1[N+](=O)[O-]	9	-1	0	0.1	34	-0.5	-11	-0.6	3.4
O=C(NCc1ccccc1)Nc1cccn(Cc2cccc(F)c2)c1=O	-6	3	-14	-0.2	-17	2.7	-8	1.5	0.64
O=C(Cc1ccccc1)Nc1cccc(C(=O)O)c1O	/	4	/	2.0	-81	0.4	-14	0.1	0.44
CC(=O)N1CCc2cc3nc(C)cc(C)c3cc21	/	7	-7	-0.6	-230	0.9	4	1.7	/
Cc1ccc(S(=O)(=O)NCC(=O)N2CCCC2)cc1	3	/	-11	-0.2	24	1.3	-13	-0.7	0.01
CNC(=O)CSc1nnc(-c2ccncc2)n1Cc1ccccc1	-1	3[fluorescence artefact?]	-4	0.9	6	-0.1	-16	1.3	/
CCOC(=O)N1CCN(C(=O)c2c(O)c3cccc4c3n(c2=O)CC4)CC1	2	-2	-14	1.9	1	-1.0	0	-0.1	-0.02
CCOc1ccc2nc(SCC3CC3(Cl)Cl)[nH]c2c1 (centres undefined)	-2	1	-9	-0.4	0	-3.8	2	3.1	-0.9
CCN1CCN(CCNC(=O)c2ccc(/C=C3/Sc4ccccc4N(Cc4ccccc4C)C3=O)cc2)CC1	21	28	-13	-0.3	-157	-11	2	36	0.35
Cc1cc(C)nc(NCC(O)CNc2ccccc2Cl)n1 (centres undefined)	1	6	-17	0.2	17	1.7	-4	2.6	-0.19
Cc1ccc(C(=O)NCCCc2ccccc2)s1	/	-6[fluorescence artefact?]	-3	1.1	3	3.7	-10	1.4	-1.5
Cc1ccc2sc(-c3ccc(NC(=O)c4cc(-n5cnnc5)ccc4Cl)cc3)nc2c1	-2	-35	-3	0.5	-259	-17	-11	-0.2	/
O=C(CSc1nc(-c2ccccc2)cc(C(F)(F)F)n1)NCc1cccs1	5	2	1	0.0	-4	0.9	0	1.6	0.63
Cc1nc([N+](=O)[O-])cn1C(C)C	11	5	-9	1.9	4	5.6	-4	-0.1	1.3
COc1cccc(Nc2nc3ccc(OC)cc3s2)c1	26	5	-20	1.0	-11	3.5	-17	74	-2
Cc1ccc(S(=O)(=O)Nc2nc(C)cc(NN)n2)cc1	4	-9	/	0.2	-21	1.2	-1	1.3	0.27
CCC(CC)C(=O)N1CCN(Cc2nc3ccccc3c(=O)[nH]2)CC1	12	0	-11	0.2	-15	1.8	-9	0.5	0.15

Of the compounds above, these contain a CF3 group.
SMILES	Rad51 HR inh	eIF4E-4G inh	Mdm2 ligase inh	PERK inhibitor	Calpain2 inh	TNF death inh	EBV gp42 inh	L929 necroptosis	Cl transport mod
CC1CCc2c(nc3ncnn3c2Nc2ccc(OC(F)(F)F)cc2)C1 (centres undefined)	8	5	7	-0.7	-13	-5.1	-10	-0.5	-2.4
O=C(CSc1nc(-c2ccccc2)cc(C(F)(F)F)n1)NCc1cccs1	5	2	1	0.0	-4	0.9	0	1.6	0.63

(listing goes on)
SMILES	Rad51 HR inh	eIF4E-4G inh	Mdm2 ligase inh	PERK inhibitor	Calpain2 inh	TNF death inh	EBV gp42 inh	L929 necroptosis	Cl transport mod
CN(C)c1ccc(/C=C(\C#N)c2ccccn2)cc1	-62	12[fluorescence artefact?]	-88	0.2	-7	-4.8	-73	1.1	-1.9
Cn1c(=O)c2c(ncn2CC(O)CNc2ccc(F)cc2)n(C)c1=O (centres undefined)	19	6	-14	1.2	1	2.0	-16	0.3	0.85
CCc1c(C)nc(N)nc1OCC(F)(F)C(F)F	-3	6	-16	0.8	8	0.3	-6	-0.2	0.029
Nc1c(S(=O)(=O)c2cccc(Cl)c2)c2nc3ccccc3nc2n1/N=C/c1ccc(O)c(O)c1	0	7	5	-0.8	-166	-17	-5	-0.3	-0.35
C=CCNC(=S)Nc1c(N)n(C)c(=O)n(C)c1=O	21	-2	-5	0.6	-15	0.3	2	0.8	-0.34
Cn1cc(/C=N/n2cnc3scc(-c4ccccc4)c3c2=O)c2ccccc21	-3	-8	-4	1.6	-116	-7.0	-3	0.5	-0.32
CC(C)CCNC(=O)CN(Cc1ccco1)C(=O)c1snc(C(N)=O)c1N	-1	0	-11	-0.1	-115	0.3	-7	0.2	-0.014
COCCn1c(C)cc(C(=O)COC(=O)CCN2C(=O)c3ccccc3C2=O)c1C	7	-9	-14	0.1	1	-1.7	-21	0.3	-0.49
O=C(O)c1ccccc1NS(=O)(=O)c1cccc2cccnc12	8	-1	-12	0.8	-12	2.9	-7	/	-1
NNC(=O)c1ccc(COCC(F)(F)F)cc1	9	6	-12	1.0	3	0.2	-10	1.5	0.55
CCOC(=O)C1CCCN(C(=O)CN2CCN(Cc3ccc(Cl)cc3)C2=O)C1 (centres undefined)	-8	4[fluorescence artefact?]	-17	0.0	0	-2.6	-18	-0.3	0.018
CCCOC(=O)Nc1cc(OC)ccc1[N+](=O)[O-]	24	8	-16	0.0	63*	0.2	12	0.6	-0.19
COc1cccc(NC2CC(=O)N(CCc3ccccc3)C2=O)c1 (centres undefined)	3	4[fluorescence artefact?]	-2	0.2	-7	-2.7	-3	0.2	-0.18
C=CCn1c(=N)n(CC(=O)OCC)c2ccccc21	/	0	-13	1.4	-41	-2.4	-5	0.0	1
